Tat transport = inhibitors of E. coli Tat protein transport | E. coli MC4100 TorA-mCherry Tat export, fluorescence | inhibition, % at 10 µM | hit rate 0.036% among 340,000 | AID 488895;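 active = mean replicate inhibition at least 50% and at least half of replicates individually reaching 50%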;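 note: exported cargo escapes ClpAP degradation while cytoplasmic cargo is degraded and loses fluorescence; 0% = median of neutral control wells and 100% = median of NaSCN control wells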
Wnt act = activates Wnt/beta-catenin signaling in a reporter cell assay; activator, plate reader; activation, % at 9.35 µM; hit rate 1.2% among 300,000; in the data active = activation above about 30%, passing the limit was not always enough;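 note: 0% = neutral control wells and 100% = positive control wells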
cardiac RTF act = cardiac RTF calcium sensitization; IANBD-labeled TnC RTF fluorescence at EC20 calcium; 0% EC20 calcium, 100% full calcium; activation, % at 7.2 µM; P19429+P45379; hit rate 0.24% among 340,000;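 active = activation above the mean over all tested compounds plus 3 SD, cut at about 30% in these data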;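 note: rise in fluorescence read as greater calcium sensitivity of cardiac thin filaments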
CAL PDZ FP-1 = CAL PDZ (human) peptide binding inhibition | Q9HD26 | purified CAL PDZ, TMR-peptide fluorescence polarization, 1 h | inhibition, % at 24.9 µM | hit rate 0.92% among 300,000 | AID 602252;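 active = mean inhibition of at least 30% with at least half of replicates also reaching 30%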;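 note: 0% = DMSO neutral control and 100% = excess unlabeled competitor peptide PRC23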
Rtt109 Vps75 = inhibitors of Candida albicans Rtt109/Vps75 histone acetyltransferase. Q5AAJ8. inhibition, % at 34.9 µM. hit rate 0.16% among 330,000. purified Rtt109/Vps75, ThioGlo CoA-SH fluorescence, 4 h. AID 540336;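 active = inhibition of at least 50% in every replicate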
Target sequence (Q5AAJ8 whole entry, looked up): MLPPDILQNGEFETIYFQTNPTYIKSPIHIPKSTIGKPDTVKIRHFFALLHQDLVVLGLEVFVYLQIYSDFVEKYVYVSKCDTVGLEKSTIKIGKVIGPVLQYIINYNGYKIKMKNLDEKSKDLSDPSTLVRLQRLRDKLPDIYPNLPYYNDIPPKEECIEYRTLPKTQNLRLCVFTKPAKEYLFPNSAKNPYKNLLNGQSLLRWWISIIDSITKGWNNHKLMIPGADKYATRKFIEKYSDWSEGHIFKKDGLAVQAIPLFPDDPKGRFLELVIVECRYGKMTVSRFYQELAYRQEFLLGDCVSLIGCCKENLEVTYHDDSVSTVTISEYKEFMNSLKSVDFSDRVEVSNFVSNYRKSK
MITF TRPM1 HTS = activators of MITF-driven TRPM1 promoter activity in SK-MEL-5 cells. activation, % at 12.5 µM. hit rate 0.75% among 300,000. SK-MEL-5 TRPM1-promoter luciferase, 24 h; % of positive control, neutral wells = 0;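 active = mean activation of at least 80% with every replicate also reaching 80%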;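 note: 0% = neutral control wells and 100% = parthenolide positive control wells; values of inactives mirror those of a sister screen read the other way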
CDK5 inh = blocks human CDK5/p35 kinase activity | Recombinant CDK5/p35, ADP-Glo luminescence, 60 min | inhibition, % at 10 µM | hit rate 0.01% among 330,000 | AID 488839;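 active = highest replicate inhibition of at least 50% and at least 75% of replicates reaching 50%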;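 note: plate controls were DMSO neutral control for no effect and GW8510 at 10 µM for full effect; many of its hits are not listed in these tables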
Target sequence (Q00535 whole entry, looked up): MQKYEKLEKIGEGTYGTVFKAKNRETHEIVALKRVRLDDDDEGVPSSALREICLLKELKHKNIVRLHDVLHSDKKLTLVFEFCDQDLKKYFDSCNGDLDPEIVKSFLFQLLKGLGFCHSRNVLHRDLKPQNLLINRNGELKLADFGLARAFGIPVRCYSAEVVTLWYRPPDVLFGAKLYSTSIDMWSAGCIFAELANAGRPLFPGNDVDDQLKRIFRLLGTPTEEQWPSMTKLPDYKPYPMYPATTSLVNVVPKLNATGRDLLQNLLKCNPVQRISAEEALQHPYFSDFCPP
Target sequence (Q15078 whole entry, looked up): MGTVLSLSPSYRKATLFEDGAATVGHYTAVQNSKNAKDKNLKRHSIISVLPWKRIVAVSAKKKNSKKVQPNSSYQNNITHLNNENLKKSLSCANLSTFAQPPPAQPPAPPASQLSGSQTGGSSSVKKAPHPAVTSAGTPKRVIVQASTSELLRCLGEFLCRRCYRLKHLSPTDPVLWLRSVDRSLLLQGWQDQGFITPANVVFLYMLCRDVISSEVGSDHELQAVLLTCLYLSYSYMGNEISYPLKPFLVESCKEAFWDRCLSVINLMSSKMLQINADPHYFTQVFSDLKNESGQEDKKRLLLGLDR
CAL PDZ FP-2 = human CAL PDZ-peptide interaction inhibition. Q9HD26. purified CAL PDZ, TMR-peptide fluorescence polarization, 1 h. inhibition, % at 20 µM. hit rate 0.02% among 330,000. AID 504414;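 active = highest replicate inhibition of at least 40%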;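 note: plate controls were DMSO neutral control wells for no effect and unlabeled competitor peptide control wells for full effect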
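Material: tagged CAL PDZ protein CerCALP, purified; buffer or medium: sodium phosphate/NaCl buffer pH 7.4 with TCEP, IgG, Thesit; also added: fluorescent TMR peptide probe; schedule: 1 h incubation at room temperature before polarization reading; technique: fluorescence polarization from S- and P-plane intensities, G-factor corrected; control set: unlabelled peptide and DMSO controls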
V-ATPase pH = regulators of yeast V-ATPase proton transport. S. cerevisiae, pHLuorin cytosolic pH fluorescence. response, % at 10 µM. hit rate 0.37% among 350,000. AID 504577; in the data active = response mostly above about 7.3%, no sharp cut-off; inactive = mostly below about 5.4%; note: actives read high; inactives centre near 0; some compounds called inactive have numbers as strong as hits
dFosB activator = activators of mouse delta FosB homodimer. AID 493131. P13346. activation, % at 25 µM. purified delta FosB, TAMRA-CDK5 oligo fluorescence polarization; percent of positive-control signal above neutral wells. hit rate 0.99% among 340,000;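 active = mean activation above about 17%, with every replicate also reaching it, limit read from the data, passing the limit was not always enough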;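 note: fluorescence polarization rise as delta FosB binds a TAMRA Cdk5 AP-1 oligo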
An asterisk follows results filed as active; · = not tested or not shown; + = active, no number.

SMILES	Tat transport	Wnt act	cardiac RTF act	CAL PDZ FP-1	Rtt109 Vps75	MITF TRPM1 HTS	CDK5 inh	CAL PDZ FP-2	V-ATPase pH	dFosB activator
Oc1ccccc1CN1CCCN(Cc2ccccc2O)C1	2	1	5	3	-1	·	-2.1	·	2	0
O=C(NNC(=S)Nc1ccccc1)c1cc(Br)ccc1Cl	-9	-1	-7	1	4	-24	1.8	-2.5	-4	-4
O=C(NCc1n[nH]c(=S)n1-c1ccc(Cl)c(Cl)c1)c1ccco1	0	0	-8	-1	6	4	0.1	-1.6	4	-3
COC(=O)c1c(-c2ccccc2)csc1NC(=O)c1c(-c2ccccc2)noc1C	4	0	-3	-4	2	-15	1.4	-2.3	3	-2
CC(C)c1nc2c([nH]1)c(=O)n(C)c(=O)n2C	9	2	2	1	·	-11	-0.2	-1.8	0	4
CC(=O)Nc1c(Nc2ccccc2)c2ccccc2oc1=O	-13	·	·	-2	15	8	0.8	0.5	-1	-3
CCN(Cc1ccncc1)Cc1c(O)ccc2ccccc12	-7	2	1	2	1	13	-0.3	-1.6	-3	0
O=C(Nc1cccnc1)c1ccc(COc2ccccc2Br)cc1	5	6	-1	13	0	20	-0.2	-1.9	-1	-3
CCN(Cc1ccccc1OC)CC1CCCN(CCc2cccc(OC)c2)C1 (stereo unspecified)	5	-2	-3	-2	-4	·	1.2	-0.3	-2	-4
Cc1cccc(N2CCN(C(=O)c3cccc(N4C(=O)C5C6C=CC(C6)C5C4=O)c3)CC2C)c1 (stereo unspecified)	-5	-3	0	6	7	-8	0.9	-2.6	1	-7
Cc1nc(Nc2ccccc2)sc1C(=O)c1ccccc1	5	42*	·	·	0	·	-0.5	-2.7	-2	-13
COCCn1c(SCc2ccc(F)cc2)nc2ccccc2c1=O	16	-4	1	+	10	14	1.1	-0.3	0	-8
Cc1cccc(-c2ncc(CN3CCN(CC(C)C)C(CCO)C3)cn2)c1 (stereo unspecified)	2	-3	-2	-4	-2	2	0.1	·	-2	-4
FC(F)(F)c1cccc(NC(=S)N2CCCC2)c1	-5	·	1	-2	2	2	0.3	-0.9	0	12
COc1cc(/C=N/NC(=O)C2CCN(CC(O)COCc3ccccc3)CC2)cc(OC)c1OC (stereo unspecified)	-4	0	-1	4	1	-2	0.5	0.8	-3	-1
CN1C(=O)C2(Nc3ccccc3-c3nc4ccccc4n32)c2ccccc21 (stereo unspecified)	-5	·	0	-1	-4	-12	-1.2	-1.1	0	-7
COc1ccc(CNC(=O)C2CCN(c3nc(OC)nc(OC)n3)CC2)cc1	-5	·	5	1	·	-4	-0.3	-2.3	-3	-3
Nc1c(N(Cc2ccccc2)C(=O)COc2cccc(Cl)c2)c(=O)[nH]c(=O)n1Cc1ccccc1	-4	2	-6	-6	7	3	-0.2	0.5	0	11
Cc1ccc(NS(=O)(=O)N2CCCCC2)cc1	-6	-6	-1	1	-3	-5	0.0	-0.8	0	-12
COc1ccc(CCNC(=O)Nc2cc(F)c(F)cc2Cl)cc1OC	-2	0	-1	·	-5	-1	1.5	-0.9	2	-6
CSc1ccccc1NC(=S)Nc1cccc(C(F)(F)F)c1	-3	7	5	0	-2	-16	0.4	-3.1	-1	3
Cn1c(SCC(=O)NCc2ccc3c(c2)OCO3)nnc1-c1c[nH]c2ccccc12	-7	-2	2	-1	15	3	-3.2	-2.1	0	-4
CCCCCCOC(=O)Cc1c(C)nc(-c2ccccc2)[nH]c1=O	-4	·	0	-1	2	-10	1.3	0.0	-3	-3
Cc1ccccc1N1C(=O)C2C3C=CC(C2C1=O)N(C)C3=O (stereo unspecified)	-3	-8	1	-4	·	·	0.5	-1.4	-2	1
C=CCn1c(SCc2nc3ccccc3c(=O)[nH]2)nc2ccccc2c1=O	-2	·	1	1	-2	-3	-0.5	-1.6	0	4
COCCn1c(=O)[nH]c2cc(C(=O)NCCc3ccc(S(N)(=O)=O)cc3)ccc2c1=O	-6	0	0	0	-7	-2	-2.9	-1.1	0	-1
CN/C(=C\[N+](=O)[O-])NCCSCc1ccc(CN(C)C)o1	-1	-1	6	-4	-2	0	-0.5	-0.5	-4	5
O=C(COC(=O)c1cccs1)NCCCc1ccccc1	7	-1	-3	1	5	8	0.9	-1.4	3	-2
CCOC(=O)Cc1c(Sc2ccccc2)c2cc(C)ccc2n1C	-3	0	0	-3	2	-4	0.5	0.6	-1	-1
CCn1c(NC(C)=O)nc2ccccc21	-7	·	2	-10	-15	-4	0.9	-1.1	-1	0

Among those listed so far, 2 contain a CF3 group:
SMILES	Tat transport	Wnt act	cardiac RTF act	CAL PDZ FP-1	Rtt109 Vps75	MITF TRPM1 HTS	CDK5 inh	CAL PDZ FP-2	V-ATPase pH	dFosB activator
FC(F)(F)c1cccc(NC(=S)N2CCCC2)c1	-5	·	1	-2	2	2	0.3	-0.9	0	12
CSc1ccccc1NC(=S)Nc1cccc(C(F)(F)F)c1	-3	7	5	0	-2	-16	0.4	-3.1	-1	3

(list continues)
SMILES	Tat transport	Wnt act	cardiac RTF act	CAL PDZ FP-1	Rtt109 Vps75	MITF TRPM1 HTS	CDK5 inh	CAL PDZ FP-2	V-ATPase pH	dFosB activator
O=C(O)/C=C/C(=O)c1c(-c2ccccc2)[nH]c2ccccc12	-2	-2	-5	-2	5	-4	0.3	·	8	3
Cc1cccn2c(=O)c3cc(C(=O)NCc4ccco4)c(=N)n(CCOCCO)c3nc12	-5	·	8	-5	11	·	0.4	0.0	1	1
Cc1ccc(C)c(N2CCN(C(=O)CCc3nc(-c4ccccc4F)no3)CC2)c1	14	0	-1	-2	5	33	-1.4	-1.5	1	-9
Cc1ccc(S(=O)(=O)NC(C)C(c2cccs2)N2CCOCC2)cc1 (stereo unspecified)	1	0	5	·	-7	·	-2.1	0.4	-1	0
CCC(=O)Nc1ccc(C(=O)N/N=C/c2cccnc2)cc1	-15	·	-7	2	-2	6	-0.2	0.2	1	-5
Nc1ccc(Cl)c(S(=O)(=O)Nc2ccccc2Cl)c1	2	-3	4	-1	-1	-6	0.2	0.0	-1	-1
Cc1nc(COc2ccc(C(=O)NCc3ccccc3CN3CCCCC3)cc2)cs1	15	1	-1	6	4	57	0.2	0.0	3	-3
CCOc1ccc(CCNC(=O)CN2CCN(Cc3ccccc3F)C2=O)cc1OCC	21	·	-3	-4	0	-2	0.5	-0.6	-1	-4
Cc1cccc(C(=O)N[C@H](C(=O)Nc2nc3ccccc3[nH]2)C(C)C)c1	0	-16	5	1	3	-39	0.4	0.7	-3	4
CCOC(=O)c1cc(CC)sc1NC(=O)C1CC(=O)NN1Cc1ccccc1 (stereo unspecified)	10	-12	-6	3	15	-1	-1.9	-1.5	2	0
O=S(=O)(CCN1CCOCC1)c1ccc(Oc2ccc(S(=O)(=O)CCN3CCOCC3)cc2)cc1	-10	-1	3	2	-2	·	0.1	0.0	-4	3
C/C(N)=C(/C#N)C(=O)COC(=O)CCS(=O)(=O)c1ccccc1	-2	2	0	-5	-11	-2	-0.2	·	-5	-3
C[C@@]12C(=O)N(Cc3ccc(-c4ccccc4)cc3)CC(=O)N1[C@H](/C=C/c1ccccc1)[C@@H]1C(=O)N(c3ccccc3)C(=O)[C@@H]12	-6	-5	-2	-1	3	-5	-4.9	0.1	5	-2
CC(C)COc1ccc(C(=O)OCCN2CCOCC2)cc1	4	6	-5	-5	9	-4	0.5	-0.5	-2	-16
O=C(CCC(=O)OCCCC(F)(F)C(F)(F)F)NC1CCCCC1	-4	-1	0	·	-2	9	-0.2	-0.8	0	-1
Cc1cc(Cl)ccc1OCCCC(=O)N1CCCCC1	6	·	-5	1	-1	100*	0.2	-1.2	-2	4
CCCC(=O)Nc1nnc(S(=O)(=O)N(CC)c2ccccc2)s1	-3	2	-2	-2	-3	-9	0.6	-1.5	-2	4
CCc1ccc(S(=O)(=O)Nc2c(NC3CCCCC3)c3ccccc3oc2=O)cc1	0	·	-8	-6	-7	-6	-0.8	-0.3	0	-7
COc1ccc(-c2nc3nc(N)nn3cc2C)cc1F	-2	-2	-1	-2	-1	-7	0.9	0.0	1	-3
Cc1ccc(-n2c(C)cc(C(=O)CN3C(=O)C(=O)N(C4CCCC4)C3=O)c2C)cc1	4	-2	-2	2	-22	4	-3.5	-0.7	-4	-10
COc1ccc(NC(=O)c2csc3c2CCCC3)cc1	1	24	0	-4	-15	58	-0.4	-0.5	-2	4
CC1(C)CC(=O)C2=C(C1)N(c1ccccc1)C(=O)C(C(=O)OCc1ccccc1)C2 (stereo unspecified)	3	0	-3	-3	-15	-4	0.5	0.2	0	-6
CCC(=O)N1CCN(c2ccc(NC(=O)c3ccco3)cc2)CC1	-7	0	0	0	-3	23	0.3	-3.0	4	-7
COc1ccc(Cl)cc1NC(=O)c1cnc2n(c1=O)CCS2	-1	-2	1	·	-17	21	-0.6	-0.9	-9	-10
CCOc1ccc(C2/C(=C(\O)c3ccc4c(c3)OCCO4)C(=O)C(=O)N2Cc2cccnc2)cc1OCC (stereo unspecified)	1	0	2	2	8	-3	-0.4	-0.1	3	0
COc1ccc(NS(=O)(=O)c2ccc3c(c2)CCC(=O)N3)c(OC)c1	6	-3	-9	-1	-4	1	2.8	-1.0	19*	-4
CN(Cc1ccccc1F)c1nc(-c2cccnc2)nc2ccccc12	4	1	-8	-1	7	-3	-1.5	-3.2	-2	-30
CCNC(=S)N(CCc1c(C)[nH]c2ccc(F)cc12)Cc1cccnc1	8	4	1	-1	2	-11	0.3	0.8	2	-6
CCc1nccn1S(=O)(=O)c1ccc2ccc(C)cc2c1	3	-2	-2	-7	-2	·	0.5	-1.3	0	0
O=C(Cc1ccccc1)N1CCc2[nH]nc(-c3ccccc3)c2C1	3	1	9	-3	-9	8	2.7	0.2	0	-7
Cc1ccc(COc2ccc(-c3nnco3)cc2)cc1	-5	20	-3	·	0	73	-7.4	-0.5	2	0
N/C(Cn1cncn1)=N\OC(=O)c1ccc(Cl)cc1Cl	-1	5	-6	0	·	-8	-1.2	-2.6	-5	-4
O=C(CCc1ccccc1)c1c(O)cc(O)cc1O	7	-1	4	5	-9	8	8.2	-1.3	-2	-4
Cc1ccc(S(=O)(=O)N2C[C@@H]3[C@H]4CC[C@H](C4)[C@@H]3[C@@H](C)[C@@H]2C2CCCCC2=O)cc1 (stereo partly specified)	-12	8	-6	-1	-2	1	6.9	-0.9	2	0
CC1C(=O)N(Cc2ccc(F)cc2)c2ccccc2N1C(=O)c1c(F)cccc1F (stereo unspecified)	6	-2	0	-8	7	1	-0.7	1.4	-1	-9
COc1ncc(C2=CC(=O)CC(C)(C)C2)cn1	-8	-2	-4	-4	-6	-2	-1.2	1.9	4	7
O=C(Nc1ccc(NC(=O)C2CC2)nc1)c1ccccc1F	4	9	9	-1	-2	41	2.3	-2.2	2	-7
O=C(N/N=C/c1ccccn1)c1cccnc1	-6	6	-6	-2	-4	-5	-0.3	0.7	4	0
CN(C)Cc1c(O)ccc2ccccc12	2	2	7	-3	-1	-5	0.6	-0.2	3	-7
O=C(COc1ccc(-n2cnnn2)cc1)Nc1ccc(F)c(F)c1	4	-4	6	·	-12	8	0.1	-0.5	2	6
